High-throughput results as filed in PubChem.
mcGAS MS inh: blocks mouse cGAS cGAMP production; recombinant mouse cGAS, cGAMP by RapidFire MS; AID 1259397; inhibition, % at 12.5 µM; hit rate 0.18% among 130,000; Q8C6L5;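 active = inhibition of cGAS enzyme activity at or above 60%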;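 also: enzyme stimulated by 45 bp dsDNA with ATP and GTP substrates; cGAMP share of summed cGAMP plus half ATP and half GTP signals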
Target sequence (Q8C6L5 whole entry, looked up): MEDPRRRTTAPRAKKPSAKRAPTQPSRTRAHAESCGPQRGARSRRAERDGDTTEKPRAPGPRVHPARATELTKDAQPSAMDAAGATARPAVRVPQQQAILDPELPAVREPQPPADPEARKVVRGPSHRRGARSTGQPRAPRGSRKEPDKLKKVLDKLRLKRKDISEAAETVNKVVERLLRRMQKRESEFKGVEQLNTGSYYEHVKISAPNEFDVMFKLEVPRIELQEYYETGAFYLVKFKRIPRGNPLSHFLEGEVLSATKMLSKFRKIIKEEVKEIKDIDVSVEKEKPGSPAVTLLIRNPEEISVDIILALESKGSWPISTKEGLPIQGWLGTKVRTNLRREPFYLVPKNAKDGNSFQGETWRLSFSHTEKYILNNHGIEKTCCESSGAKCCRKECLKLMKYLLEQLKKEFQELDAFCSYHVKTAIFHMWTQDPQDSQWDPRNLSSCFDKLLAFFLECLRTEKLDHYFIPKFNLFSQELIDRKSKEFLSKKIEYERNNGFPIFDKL
The depositor's hits bear a star; & = joins results of further samples.

SMILES	mcGAS MS inh
COc1cccc(CNC(=O)CCC2CCCN(C(=O)CSC)C2)c1 (configuration not stated)	4
Cc1ccc2scc(CN3CCCC3)c2c1	-9
O=C(c1[nH]ncc1Cl)N1CCCC(c2n[nH]c(=O)n2-c2ccccc2)C1 (configuration not stated)	-27
CC(C)NC(=O)CSc1nc2ccccc2c(=O)n1C1CC1	1
Cn1c(SCc2nc3cc(C(=O)O)ccc3c(=O)[nH]2)nnc1C(F)(F)F	11
c1cc2c(cc1-c1csc(NNC3=NCCCCC3)n1)OCCO2	48
CS(=O)(=O)c1ccc(C(=O)Nc2nc(-c3ccccc3Cl)cs2)cc1	11
CCCCn1c(=O)[nH]c(=O)c2c(C(=O)OCC)cc(-c3cccnc3)nc21	-1

Rewritten with values ahead of the structure: part of the list above
mcGAS MS inh	molecule
-27	O=C(c1[nH]ncc1Cl)N1CCCC(c2n[nH]c(=O)n2-c2ccccc2)C1 (configuration not stated)
1	CC(C)NC(=O)CSc1nc2ccccc2c(=O)n1C1CC1
11	Cn1c(SCc2nc3cc(C(=O)O)ccc3c(=O)[nH]2)nnc1C(F)(F)F
48	c1cc2c(cc1-c1csc(NNC3=NCCCCC3)n1)OCCO2
11	CS(=O)(=O)c1ccc(C(=O)Nc2nc(-c3ccccc3Cl)cs2)cc1
-1	CCCCn1c(=O)[nH]c(=O)c2c(C(=O)OCC)cc(-c3cccnc3)nc21

(continued)
SMILES	mcGAS MS inh
O=C(COCc1ccccc1Cl)N1CCN(c2ccc(Br)cn2)CC1	-1
CCN(CC)CCSc1nc(O)c(C)c(=O)[nH]1	9
CCc1cc(=O)[nH]c2n[nH]c(=S)n12	9
COc1ccc(C2=CSC3=NS(=O)(=O)CCN23)c(OC)c1	-8
CCC(Cc1ccccc1)N(C)C(=O)c1ccc(C)c(F)c1 (configuration not stated)	-4
COc1ccc(-n2c(N)c(C#N)c(-c3ccc(C)cc3)c(C#N)c2=O)cc1	-10
Cc1ccc(C)c(OCCNC2CCN(C(=O)c3ccncc3)CC2)c1	-4
Cc1cc(C)n(Cc2cc(C(=O)NCCc3ccco3)n[nH]2)n1	0

Some values from the results shown.
Result for `CCN(CC)CCSc1nc(O)c(C)c(=O)[nH]1` in mcGAS MS inh: 9
Result for `Cc1ccc(C)c(OCCNC2CCN(C(=O)c3ccncc3)CC2)c1` in mcGAS MS inh: -4
Result for `Cc1cc(C)n(Cc2cc(C(=O)NCCc3ccco3)n[nH]2)n1` in mcGAS MS inh: 0
Result for `O=C(COCc1ccccc1Cl)N1CCN(c2ccc(Br)cn2)CC1` in mcGAS MS inh: -1
Result for `COc1ccc(C2=CSC3=NS(=O)(=O)CCN23)c(OC)c1` in mcGAS MS inh: -8
Result for `CCc1cc(=O)[nH]c2n[nH]c(=S)n12` in mcGAS MS inh: 9

Following part.
SMILES	mcGAS MS inh
CN(C)CC1(O)CCCN(C(=O)c2cnc3c(c2)ncn3C)C1 (configuration not stated)	-17
CCOC(=O)C1=C(COC(=O)c2c(C)noc2C(C)C)NC(=O)NC1C (configuration not stated)	-10
c1ccc(CCNc2ncnc3[nH]ncc23)cc1	2
CCNC(=NCC(C)N1CCN(C)CC1)NCC (configuration not stated)	-16
CCn1ccc(C(=O)N(Cc2ccccn2)c2nc3cc(C)cc(C)c3s2)n1	5
CNCCCc1cc(-c2ccc(F)cc2)no1	-9
O=[N+]([O-])c1ccc(N2CCOCC2)cn1	-5
CC(C)(C)c1ccc(O)c(NC(=O)C2CCN(C(=O)c3ccc(F)cc3)CC2)c1	6
Cc1nn(-c2ccccc2)nc1C(=O)Nc1cccc(S(C)(=O)=O)c1	-1
Cc1cc(S(=O)(=O)N2CCCCC2CCNC(=O)C(=O)NCCc2ccco2)ccc1F (configuration not stated)	-4
CC(Sc1n[nH]c(CC2CCCC2)n1)C(=O)Nc1ccc(S(=O)(=O)N2CCOCC2)cc1 (configuration not stated)	-6
CCC1=NN=C(c2ccc(F)cc2)C(c2c(C)[nH]c3ccccc23)N1O (configuration not stated)	-13
NCC1CN(Cc2ccccc2Cn2cccn2)CCO1 (configuration not stated)	-10
CS(=O)(=O)N1CCCCC1C(=O)N(Cc1ccccc1)c1nc2c(F)cccc2s1 (configuration not stated)	5
C=CCSc1nnc(N)s1	-7&0
Cn1c(NCC2CCCc3ccccc32)c(C#N)c(=O)n(C)c1=O (configuration not stated)	-11
Cc1ccccc1C(NC(=O)c1cn[nH]n1)c1ccncc1 (configuration not stated)	-4
O=C(NNC(=O)c1cc(-c2ccccc2)no1)c1ccco1	-6
CCCCc1ccc(S(=O)(=O)NC(=O)C2(C)CCN2C(=O)c2cccc(F)c2)cc1 (configuration not stated)	-20
Cc1cc(-c2c(-c3ccccc3)ncn2Cc2ccc(CO)cc2)n[nH]1	-2
Cc1ncc(C)c(-c2cccc3ccsc23)n1	-17
CCSc1ccccc1C(=O)Nc1cc(-c2ccco2)nn1-c1nc(C)c(C)c(=O)[nH]1	0
OCCC1CN(Cc2cnc(-c3ccccc3)s2)CCN1Cc1ccccc1F (configuration not stated)	-4
CC(C)C(=O)Nc1cccnc1-c1cccc2c1CCNC2	-15
C=CCNC(=O)C1CC(=O)N(C2CCCCC2)C1 (configuration not stated)	-6
COc1ccc(C(=O)N2CCC(c3nn(C)c(=O)n3-c3ccccc3)CC2)o1	-32
COC(=O)c1ccc(CNC(=O)CC(NC(C)=O)c2ccc(C)cc2)cc1 (configuration not stated)	3
CCOC(=O)NC(NC(=O)OCC)c1ccccc1Cl	-8
CCN(CC)c1ncccc1CNC(=O)c1ccc(C)cc1O	-4
O=C(NC1CC(=O)N(Cc2cccc(F)c2)C1)C1CCCCCC1 (configuration not stated)	-7
COc1cc(=O)n(-c2ccccc2C)nc1C(=O)Nc1ccccc1O	-31
Cc1ccccc1S(=O)(=O)NC(=O)C1(C)CCN1C(=O)C1(c2ccccc2)CC1 (configuration not stated)	-7
Cc1cc(C)c2c(c1)OC(N1CCOCC1)C(C)(C)C2O (configuration not stated)	0
Cc1cccnc1[C@H](C)Nc1ncnc2c1CCN(C(=O)c1cccnc1)C2	-4
Cc1ccc2c(C)c(C(=O)NCCc3nc(-c4ccccn4)no3)oc2c1	-10
O=c1cccnn1CCNS(=O)(=O)c1ccc2c(c1)CCCC2	-11
NC(=O)c1ccc(COC(=O)CCc2ccccc2F)cc1	-10
CN(Cc1ccc(C(=O)Nc2cnn(C)c2)cc1)CC1CCCO1 (configuration not stated)	-5
Cc1noc(C)c1CC(C)NC(=O)NCCCCn1ccnc1 (configuration not stated)	-3
COc1c(F)cccc1C(=O)N1C[C@H]2OC(=O)N(Cc3ccccn3)[C@H]2C1	-15

2 records drawn at random from those above, as already listed:
SMILES	mcGAS MS inh
Cc1cc(C)c2c(c1)OC(N1CCOCC1)C(C)(C)C2O (configuration not stated)	0
O=c1cccnn1CCNS(=O)(=O)c1ccc2c(c1)CCCC2	-11

Later entries
SMILES	mcGAS MS inh
Cc1ccccc1OCC(=O)NCC(c1ccc2c(c1)CCN2C)N1CCN(C)CC1 (configuration not stated)	-3
CN1CC2(CCN(C(=O)C3=Cc4ccccc4OC=C3)C2)OC1=O (configuration not stated)	-15
CCC(CC)CNCc1ccc(N(C)C)nc1	-1
COC(=O)C(C)OC(=O)c1cc2ccccc2cc1OC (configuration not stated)	-4
Cn1c(C(=O)NCc2ccco2)cc2c(=O)n3ccccc3nc21	-9
CC(O)C#CC1(C)CCCC(C)(C)O1 (configuration not stated)	-1
COc1ncc(Cl)c(NCCC(=O)NC(C)C)n1	-6
CC(C)(C)OC(=O)NC(c1noc(C2CC(c3ccccc3)=NO2)n1)C1CC1 (configuration not stated)	3
Cc1ccc(CNC(=O)CSc2nnc(N)s2)cc1	-1
Nc1nonc1-c1noc(C23CC4CC(CC(C4)C2)C3)n1	-4
CCCNC(=O)C1(C)CCN(Cc2cccc(OCOC)c2)C1 (configuration not stated)	-7
CC(=O)c1ccc(NC=CC(=O)c2ccc(Cl)cc2)cc1	-8
CCCc1cc(OC)c2c(c1)OCO2	-6
CCn1c2ccccc2n2c(=O)c3c(C)nc(C)cc3c(C#N)c12	-2
CN1CCCC2(CCN(C(=O)CCc3nc4ccccc4s3)C2)C1=O (configuration not stated)	-2
CC(C)c1cc(NS(=O)(=O)c2cnn(C)c2)no1	-1&12
O=C([C@@H]1C[C@@H](NCc2cccc(O)c2)CN1Cc1ccccc1)N1CCN(c2cccc(C(F)(F)F)c2)CC1	-11
Cc1cc(OC(=O)CN2C(=O)C3C4C=CC(C5CC45)C3C2=O)cc2oc(=O)ccc12 (configuration not stated)	0
Cc1ccc2[nH]c(CCC(=O)N3CCOC(C(F)(F)F)C3)nc2c1C (configuration not stated)	-10
COC(=O)c1cc(-c2ccc3c(c2)OCCO3)nc2c1c(C)nn2C1CCS(=O)(=O)C1 (configuration not stated)	-6
CC(C)(C)c1ccc(C(=O)Nc2cc(C(=O)Nc3ccc(F)c(F)c3)ccc2N2CC3CC(C2)c2cccc(=O)n2C3)cc1 (configuration not stated)	-8
CC(C)C(=O)NCCc1nc2ccccc2n1Cc1ccccc1	1
CC(C)c1cc(=O)n(CC(=O)Nc2cccnc2)cn1	-14
CN(CCCc1cnn(C)c1)c1nc(-c2cccnc2)nc2c1CNC2	0
CC(C)C1c2[nH]c3ccccc3c2CCN1Cc1nc(-c2ccccn2)no1 (configuration not stated)	-4
CCN(CC)c1ccc(C(=O)NC(c2n[nH]c(C)n2)C(C)C)cn1 (configuration not stated)	-6
CN(C)C(=O)N1CCCC(C(=O)NCCCC(C)(C)CO)C1 (configuration not stated)	-6
Fc1ccc(-c2cc(C(F)(F)F)nc(-n3cccn3)n2)cc1	-6
CCOc1cc2c3c(c1)C1(Nc4ccccc4S1)C(=O)N3C(C)(C)CC2C (configuration not stated)	-9
CCn1c(C2CCCN(C(=O)c3ccc(C#CC(C)(C)O)o3)C2)nn(C)c1=O (configuration not stated)	-6
CCOC(=O)C(C)n1cnc2c(nnn2-c2ccc(C)cc2)c1=O (configuration not stated)	6
CN(C)C1CCCN(S(=O)(=O)c2ccc(Cl)nc2Cl)C1 (configuration not stated)	-3
Cn1cc(SCC(=O)N2CCc3ccccc32)c2ccccc21	-8
CC(C)(C)c1ccc(/C=C2N=C(/C=C/c3ccc([N+](=O)[O-])cc3)OC\2=O)cc1	15
Clc1cncc(N2CCC3(CCCCCC3)C2)n1	-3
CC(NC(=O)C1(N(C)CCc2ccccc2)Cc2ccccc2C1)c1nn[nH]n1 (configuration not stated)	19
COc1ccc(CN(C)c2ccnc(C(=O)NC3CC3)c2)c2cccnc12	-8
CC1CCc2sc(-c3nnc(SCc4coc(-c5cccs5)n4)o3)cc2C1 (configuration not stated)	-11
NC(=O)c1cc(N2CCN(c3cccc(Cl)c3)CC2)nc2ccccc12	-6
CCc1nnc(NC(=O)C(=O)N(C)C(C)c2cccs2)s1 (configuration not stated)	-15
CCOc1ccc(C2C(C(=O)c3cccs3)=C(O)C(=O)N2CCCN2CCOCC2)cc1 (configuration not stated)	5
Cc1nc(-n2nc(-c3cccs3)cc2NC(=O)COc2ccc(C(C)C)cc2)[nH]c(=O)c1C	-4
O=C(NCc1ccc(Cl)cc1)c1ccc(CN2CCOCC2)cc1	-3
CCOCCn1cnc(-c2ccccc2)c1-c1ccc(OC)c(O)c1Cl	4
Cc1ccc(-n2[nH]c(-c3ccccc3)cc2=O)cc1	1
CCC/C=C/c1ccc(C(=O)NC2CC2)cc1	-8
CCOCCn1c(=O)c2c(nc3n2CCN3c2ccc(CC)cc2)n(C)c1=O	-2
CCOC(=O)c1nn(-c2ccccc2C)c(=O)cc1NCC1CCCO1 (configuration not stated)	-6
COc1ccc2c(c1)C=C(C(=O)NC(C#N)c1ccccc1F)CO2 (configuration not stated)	-6
CCOC(=O)c1[nH]ncc1CN1CCn2cncc2C1	-12
CCOC(=O)c1c(C)[nH]c(C(=O)COC(=O)c2ccsc2)c1C	-5
CCOC(=O)N1CCC(NCC(=O)NCc2ccccc2F)CC1	-27
Cc1ccc(C(CNC(=O)c2cnc3ccccc3n2)N2CCOCC2)cc1 (configuration not stated)	-4
COc1cc(OC)cc(C(=O)NC(C)c2ccc(Cl)s2)c1 (configuration not stated)	-6
O=C(O)C1CC2(CCNCC2)CN1C(=O)c1cccc(Oc2ccccc2)c1 (configuration not stated)	-12
O=C(NCCCC(=O)N1CCCC1c1cccc(Br)c1)C1CC1 (configuration not stated)	-5

New compounds follow
SMILES	mcGAS MS inh
Cc1cccc(CN(C)Cc2cc(-c3ccccc3)no2)n1	-11
COCCN1CC(C(=O)N(C)Cc2csc(C)n2)CC1=O (configuration not stated)	-7
O=C1NC(=NC2CCCC2)SC1=Cc1ccc2c(c1)OCCO2	-2
O=c1oc(-c2cncc(Br)c2)nc2ccccc12	-1
CNc1cncc(-c2cccc(C(C)=O)c2)n1	-2
CNS(=O)(=O)c1ccc(C)c(N(C)S(=O)(=O)c2ccc(C)cc2)c1C	-8
Cc1cc(C)c2c(c1C(=O)N1CCC(O)(c3ccccc3)CC1)CC(C)(C)C2=O	0
CC(C)(C)C(=O)N1CCN(C(=O)Nc2ccc3c(c2)oc2ccccc23)CC1	-6
CC(c1nccs1)N(C)C(=O)c1ccccc1N1CCOCC1 (configuration not stated)	-8
CCCCOC(=O)c1cc2c(cn1)[nH]c1ccccc12	13
Cc1nn(C)c(Cl)c1C1CC(=O)Nc2c1c(-c1ccccn1)nn2C (configuration not stated)	-16
CCn1nc(C)c(C(=O)OCCc2scnc2C)c1Cl	-1
CN=c1scc(-c2ccc(Cl)cc2)n1N=Cc1ccccc1I	-7
C=C(C)CSc1nc2c(c(=O)n(C)c(=O)n2C)n1CCCc1ccccc1	-3
Cc1ccccc1-n1c(C)nnc1SCC(O)c1ccccc1 (configuration not stated)	-25
NC(=O)c1ccc(NC(=O)CN2C(=O)NC3(CCS(=O)(=O)c4ccc(F)cc43)C2=O)cc1 (configuration not stated)	-5

Some of the compounds tested; count on the stated rates, not on these rows.
